# S3 lipid droplet – qHTS Assay for Lipid Storage Modulators in Drosophila S3 Cells; 0.64% of 320,000 active; AID 2685; Drosophila S3 cells, BODIPY lipid droplet fluorescence, 18-24 h; cells fed with added oleic acid; Potency in µM for hits, for the others lipid storage change, negative = inhibition, % at the top dose, mostly 46.1 µM; active = well fitted inhibition curve with a large enough effect in the signal ratio, with a control signal flat, not every such curve was filed as active; inconclusive = small, poorly fitted or top-dose-only effect, or effect the other way, or a change in a side signal; the % refers to the signal ratio
#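 Drosophila S3 cells got compounds at several concentrations plus oleic acid (400 uM solution). Laser-scanning cytometry with 488 nm excitation read lipid droplets at 500-530 nm and cells at 575-640 nm. Percent activity was relative to 20 uM Triacsin C.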
# S3 lipid droplet cell count max – recorded beside S3 lipid droplet, whose call it bears; cell number change, %; measured here: cell count max response;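 cells counted by Cell Tracker Red CMTPX staining in the red channel; peak over a dose series mostly up to 46.1 µM; percent activity relative to internal control wells on each plate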
# * hit, by the source's call; i = inactive; ? = inconclusive; . = not tested or not shown; [ ] = another dose, or the depositor's remark. % is set by controls: 0 for no effect and ±100 for the full control effect; potency is the fitted concentration of half-maximal effect.
# The first three records, ahead of the listing:
S3 lipid droplet | S3 lipid droplet cell count max | compound
7.1% | 16.2 | CCn1cc([N+](=O)[O-])c(C(=O)Nc2nc3ccc(OC)cc3s2)n1
7.2% | 13.7 | CCCC(c1nnnn1CCc1ccccc1)N1CCN(C2CCCC2)CC1 (stereo not drawn)
-14.6% | 5.5 | N#Cc1ccc(COC(=O)CCc2c[nH]c3ccccc23)cc1

# Main list, repeating the preview:
S3 lipid droplet | S3 lipid droplet cell count max | compound
7.1% | 16.2 | CCn1cc([N+](=O)[O-])c(C(=O)Nc2nc3ccc(OC)cc3s2)n1
7.2% | 13.7 | CCCC(c1nnnn1CCc1ccccc1)N1CCN(C2CCCC2)CC1 (stereo not drawn)
-14.6% | 5.5 | N#Cc1ccc(COC(=O)CCc2c[nH]c3ccccc23)cc1
-0.9% | 0.7 | CC(Sc1nnc(COc2ccc([N+](=O)[O-])cc2)n1C)C(=O)O (stereo not drawn)
? | . | O=C(c1ccco1)[C@@H]1[C@@H]2C(=O)N(c3ccc(F)cc3)C(=O)[C@@H]2[C@H]2C=Cc3ccccc3N21
? | . | O=C(NCCCN1CCOCC1)C1CCN(S(=O)(=O)c2c(Cl)cccc2Cl)CC1
? | . | CCOC(=O)C1CCN(Cc2cccc(OC)c2)CC1
i | . | COc1cccc(CN2C(=O)C3(C(C#N)=C(N)OC4=C3C(=O)CCC4)c3ccccc32)c1 (stereo not drawn)
? | . | Cc1ccc(C(O)c2ccc(-n3ccnc3)cc2)cc1 (stereo not drawn)
? | . | O=C1CCC([N+](=O)[O-])C(c2cc(Br)ccc2F)N1 (stereo not drawn)
12.1% | -26.8 | CCN1CCN(C(=O)c2cnn3c(C(F)F)cc(-c4ccc(C)cc4)nc23)CC1
? | . | Cc1cc(C)nc(N/N=C/c2ccccc2Cl)n1
i | . | Cc1nc2ccccc2cc1C(=O)Nc1ccccc1Cl
? | . | CC1CCC(NS(=O)(=O)c2ccc3c(c2)n(C)c(=O)c(=O)n3C)CC1 (stereo not drawn)
9.8% | 6.2 | Cc1cc(C)c2[nH]c(=O)c(CN(Cc3cccnc3)C(=S)NCCCN(C)C)cc2c1
4.2% | -23.6 | CN(CC(=O)Nc1ccc(Cl)c(C(F)(F)F)c1)C(=O)C1CCCO1 (stereo not drawn)
-12.0% | -13.4 | O=C(NCC1(O)CCCCC1)C1CCC(=O)N(Cc2ccccc2F)C1 (stereo not drawn)
20.9% | -5.3 | CN1C(=O)NC(c2ccc(O)cc2)C(C(=O)c2cccs2)C1(O)C(F)(F)F (stereo not drawn)
? | . | Cc1ccc2c(c1)N(CC(=O)NC1CCC(C)CC1)C(=O)CO2 (stereo not drawn)
? | . | CCC1CCCCN1CCn1c(=S)[nH]c2cc(OC)c(OC)cc2c1=O (stereo not drawn)

# The results go on.
S3 lipid droplet | S3 lipid droplet cell count max | compound
? | . | O=C(CSc1nc(-c2ccccc2)cc(C(F)(F)F)n1)N1CCOCC1
-3.5% | 5.4 | CCOc1ccc(NC(=O)c2ccc(CSc3nnc(C)s3)cc2)cc1
9.9% | 18.7 | CCC(=O)Nc1cccc(C2=NOC3(C2)C[C@H](C(N)=O)N(C(=O)c2ccc(Cl)cc2)C3)c1 (stereo partly drawn)
? | . | COc1ccc(NC(=O)CCC(=O)NCCO)cc1
? | . | Cc1ncc(N=Nc2ccccc2)c(-c2ccccc2)n1
i | . | COc1ccc(NC(=O)c2ccc(NC(=O)c3ccncc3)cc2)cc1
0.1% | 0.1 | O=[N+]([O-])c1cc(/C=N/N2CCOCC2)cs1
i | . | Cc1ccc(NC(=O)c2cccc(OCc3c(C)noc3C)c2)cc1
? | . | CCOC(=O)C1CCN(C(=O)C(=O)Nc2ccc3nc4n(c(=O)c3c2)CCCCC4)CC1
15.1%[9.22 µM] | 5.5 | Cc1ccc(CC(=O)NCCS(=O)c2ccc(C)cc2)cc1 (stereo not drawn)
? | . | CN(C)C(=S)NC(=NCc1ccc([N+](=O)[O-])cc1)c1ccccc1
3.1% | -0.4 | CC(=O)Nc1c(O)nc(SCC(=O)Nc2nnc(CC(C)C)s2)[nH]c1=O
? | . | O=C(CCC1CCCC1)N=C1SC2CS(=O)(=O)CC2N1c1ccccc1F (stereo not drawn)
? | . | O=C(Nc1nc(=S)ss1)c1ccc(Cl)cc1Cl
i | . | COc1ccc(Br)cc1C(=O)NCc1cccnc1
? | . | COc1cccc(OC)c1C(=O)OCC(=O)Nc1ccc(OC(F)(F)F)cc1
i | -10.1 | CC(=O)N1CCN(CC(=O)Nc2c(Cl)cc(Cl)cc2Cl)CC1
? | . | CCCC(=O)N1CCC(Cc2ccccc2)CC1
-1.2% | . | CN1C(C)(C)CC(NC(=O)c2ccco2)CC1(C)C
? | . | CCC(CC)C(=O)NCc1cccnc1

# An excerpt of these results, with each value named.
COc1ccc(NC(=O)CCC(=O)NCCO)cc1
  S3 lipid droplet: ?
  S3 lipid droplet cell count max: .

Cc1ncc(N=Nc2ccccc2)c(-c2ccccc2)n1
  S3 lipid droplet: ?
  S3 lipid droplet cell count max: .

COc1ccc(NC(=O)c2ccc(NC(=O)c3ccncc3)cc2)cc1
  S3 lipid droplet: i
  S3 lipid droplet cell count max: .

O=[N+]([O-])c1cc(/C=N/N2CCOCC2)cs1
  S3 lipid droplet: 0.1%
  S3 lipid droplet cell count max: 0.1

# (further entries)
S3 lipid droplet | S3 lipid droplet cell count max | compound
? | . | O=C(COc1ccc([N+](=O)[O-])cc1)Nc1ccc2c(c1)nc1n2CCOC1
? | . | Cc1ccc(CCC(=O)Nc2ccc(Br)cc2)o1
? | . | CCC(C)c1ccccc1N1CC(C(=O)N2CCN(S(=O)(=O)c3ccccc3Br)CC2)CC1=O (stereo not drawn)
? | . | COc1ccc(S(=O)(=O)N2CCC(C(=O)NC3CCCCC3)CC2)cc1C
? | . | Cc1ccccc1-c1nc(CN2CCC(C(=O)N3CCN(c4ccccn4)CC3)CC2)c(C)o1
? | . | COc1ccccc1NC(=O)C1CC(=O)OC1c1ccccc1 (stereo not drawn)
? | . | COc1cccc(C(=O)NCc2ccc3c(c2)cc(C)n3C)c1
-6.5% | 10.2 | Cc1c(C(=O)/C=C/N(C)C)nnn1-c1ccc(Cl)cc1C#N
i | 27.9 | COc1ccccc1NC(=O)NNC(=O)CN1C(=O)COc2ccccc21
? | . | CCN(CCCNS(=O)(=O)c1cc(-c2cc(C)no2)ccc1C)Cc1ccccc1
4.7% | 8.7 | CCCOc1ccc(S(=O)(=O)N2C(=O)CC(=O)N(Cc3ccc(OCC)cc3)C2=O)cc1
-1.0% | -9.4 | Cc1scc(C(=O)N/N=C/c2ccsc2)c1C
6.8% | 0.1 | CCN(CC)c1ncccc1C(=O)NCc1cccs1
? | . | Fc1ccc(NC(=S)NCc2cccnc2)cc1
5.4% | 11.4 | CCOC(=O)CC(NC(=O)CCc1c(C)nc2nc(C)nn2c1C)c1ccc(C)cc1 (stereo not drawn)
0.7% | -7.9 | Cc1nc([N+](=O)[O-])c(C(=O)OCc2ccccc2Br)n1C
? | . | O=C(NNC(=O)c1cc(-c2ccc(Cl)cc2)nc2ccccc12)c1csc(N2CCOCC2)n1
8.8% | 9.1 | COc1cccc(-c2nnc(-c3ccccc3NC(=O)c3ccc(C(C)(C)C)cc3)o2)c1
? | . | CC(=O)Nc1cccc(NC(=O)c2ccc(C)c([N+](=O)[O-])c2)c1
? | . | COc1ccc(CCCC(=O)Nc2cc(C)ccc2OC)cc1

# Continuation.
S3 lipid droplet | S3 lipid droplet cell count max | compound
-10.6% | 7.9 | Cc1ccccc1NC(=O)Cn1nnc(-c2ccc(N3CCOCC3)cc2)n1
? | . | COc1ccc(NC(=O)c2cc(-c3ccccc3Cl)on2)cc1
-18.6% | -15.4 | COC(=O)c1ccc(S(=O)(=O)N2CCC(O)CC2)n1C
? | . | O=C(NCc1ccc2c(c1)OCO2)C1CCCN(C(=O)c2ccc(Cl)cc2)C1 (stereo not drawn)
6.0% | 11.3 | CCOC(=O)CNC(=O)N1CCCC(CNS(=O)(=O)c2cccs2)C1 (stereo not drawn)
14.8% | 1.8 | CC(C)C(NC(=O)C1CCCCC1)C(=O)NC1CCN(Cc2ccccc2)CC1 (stereo not drawn)
i | -13.6 | Cc1cc(N=Cc2cc(Br)ccc2O)no1
? | . | O=C(O)Cn1nnn(-c2ccccc2)c1=S
? | . | Cc1ccccc1C(=O)Nc1nc2n(n1)C(c1ccccc1)CC(=O)N2 (stereo not drawn)
? | . | Cc1c(NC(=O)CN2CCCc3ccccc32)c(=O)n(-c2ccccc2)n1C
14.1% | 8.3 | COc1ccc(-n2c(SCC(=O)N3CCCCC3)nc(O)cc2=O)cc1
18.7% | . | COc1ccc(Cc2nc3c4c(ncn3n2)Oc2ccc3ccccc3c2C4c2ccc(OC)c(OC)c2)cc1 (stereo not drawn)
-7.5% | 21.5 | CC(C)c1ccc(CCNC(=O)CCNC(=O)c2ccc(Br)cc2)cc1
? | . | Cc1cc(C)c(C(=O)CSC2=NC(N)=C(C#N)C3(CCCCC3)C2C(N)=O)cc1C (stereo not drawn)
? | . | CCC(=O)Nc1ccc(NC(=S)NC(=O)c2cc3ccccc3o2)cc1
-21.6% | . | Cc1c(N)cc(N)cc1C(=O)O
? | . | O=C(N/C(=N\O)c1ccccc1)Nc1ccc(Cl)cc1
? | . | CC1=C/C(=N\OS(=O)(=O)c2ccccc2)C(C)=CC1=O
-0.4% | 4.8 | O=C(CSc1nnc2n1CCCN2)c1ccc([N+](=O)[O-])cc1
0.5% | 18.4 | CCCCc1nc2ccccc2c(N)c1CCC (tested in a mixture with another compound)

# (list continues)
S3 lipid droplet | S3 lipid droplet cell count max | compound
? | . | CCN(CC)S(=O)(=O)c1ccc(OC)c(NS(=O)(=O)c2cccc(C(=O)O)c2)c1
? | . | O=C(c1cc(-c2ccc(F)cc2)nc2ccccc12)N1CCN(C2CCS(=O)(=O)C2)CC1 (stereo not drawn)
? | . | NS(=O)(=O)c1cccc(C(=O)NC2CCSc3ccccc32)c1 (stereo not drawn)
i | . | CCC(=O)Nc1ccc(-c2ccc(N3CCN(C)CC3)nn2)cc1
? | . | CCN(CC)S(=O)(=O)c1ccc(NC(=O)CN(c2cccc(C)c2)S(C)(=O)=O)cc1
? | . | COC(=O)[C@H](Cc1ccccc1)NC(=O)N1CCCCC1C (stereo partly drawn)
i | . | CCS(=O)(=O)N1CCCC(C(=O)NCCc2ccc(OC)c(OC)c2)C1 (stereo not drawn)
? | . | COc1ccccc1NC(=O)C(CC=C(Cl)Cl)C(C)=O (stereo not drawn)
-4.3% | -12.1 | COc1ccc(C(=O)Nc2c(N)nc(SCC(=O)N3CCC(C)CC3)[nH]c2=O)cc1
i | -25.4 | NC(=O)c1ccc(NC(=O)Cc2cccs2)cc1
23.0% | 1.1 | CCC(=O)c1cn(CC(=O)Nc2ccccc2)c2ccccc12
? | . | CCOC(=O)c1ccc(N2CCOCC2)c(NS(=O)(=O)c2ccc(F)cc2)c1
28.8% | 6.8 | COc1ccccc1[C@@H]1C(c2ccc(F)cc2)=NN(c2ccccc2)[C@H]1C(=O)N1CCOC1=O
? | . | CCn1nc(C(=O)Nc2nc(-c3ccccn3)cs2)c2ccccc2c1=O
0.2% | 1.1 | Cc1nc2c(=O)n(C)c(=O)[nH]c2n1Cc1ccccc1
? | . | CCN(CCNC(=O)c1ccc(C#N)cc1)c1cccc(C)c1
7.8% | 8.2 | CCN(CC)S(=O)(=O)c1cccc(C(=O)NC(C(=O)NC2=NCCS2)C(C)C)c1 (stereo not drawn)
25.3% | 17.0 | CCc1ccc(N(C(C)=O)C2C=CS(=O)(=O)C2)cc1 (stereo not drawn)
? | . | COc1ccc(CCN2CC(C(=O)NCCN3CCOC3=O)CCC2=O)cc1 (stereo not drawn)
? | . | COc1ccc(-c2nc3n(c(=O)c2C#N)CCCS3)cc1

# (listing goes on)
S3 lipid droplet | S3 lipid droplet cell count max | compound
-21.9% | 6.5 | Cc1ccc(S(=O)(=O)N(C(=O)c2ccco2)c2cc3sc(=O)oc3c3ccccc23)cc1
? | . | CC(C)(C)c1ccc(OCCC(=O)Nc2cccc(S(=O)(=O)N3CCCCC3)c2)cc1
? | . | CC(C)N(CCNC(=O)C1CCC(=O)N1Cc1ccc(F)cc1)Cc1ccccc1 (stereo not drawn)
0.4% | -2.6 | O=C(CS(=O)(=O)c1cn(Cc2ccc(F)cc2)c2ccccc12)N1CCOCC1
i | 3.3 | NC(=O)c1ccc(-n2nnnc2SCC(=O)Nc2ccccc2-c2ccccc2)cc1
? | . | Cc1cc(-c2ccccc2)cc(-c2ccccc2)[n+]1C
? | . | Cn1c(SCC(=O)NC2CCCCC2)nnc1-c1cc2ccccc2o1
-19.2% | -9.0 | CC(=O)Nc1ccc(N2CCOCC2)c(Cl)c1
? | . | COc1ccc(CN2CC(C(=O)NC3CCCCC3)CC2=O)cc1 (stereo not drawn)
? | . | OC(COc1ccccc1Cl)CN1CCN(CC(O)COc2ccccc2Cl)CC1 (stereo not drawn)
23.7% | -6.5 | O=C(CSc1nc2ccccc2s1)Nc1ccc2c(c1)oc1ccccc12
? | . | O=C(N/C(=C\c1ccco1)C(=O)N1CCCC1)c1ccccc1
? | . | CC(=O)NCC(=O)OCc1ccc([N+](=O)[O-])cc1
-7.2% | 7.1 | CCCN(Cc1ccccc1)C(=S)NC(=O)c1ccccc1[N+](=O)[O-]
1.5% | 6.4 | Cc1cnc(NC(=O)CSC(=S)N2CCOCC2)s1
0.8% | 5.5 | CCOC(=O)NC(=O)C(=CNc1ccc(C)cc1)C(=O)NC(=O)OCC
7.2% | -10.2 | CCOCCCN1C(=O)CN(C2CCCCCC2)C(=O)C1c1ccc(OC)cc1 (stereo not drawn)

# Screens (PubChem BioAssay)

# This is a subset. The share of hits here may be higher or lower than overall.
